High-throughput results from PubChem BioAssay.
CSN deneddyl inh – CSN deneddylation inhibition; Q92905; Purified CSN, SCF-Nedd8-OG deneddylation, fluorescence polarization; inhibition, % at 12.5 µM; 360,000 tested, 0.38% active; AID 651999;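 active = pattern-corrected inhibition above about 35%, with an unprinted fluorescence ratio check between 0.5 and 1.5, limit read from the data, passing the limit was not always enough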;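 note: 0% = enzyme with substrate and 100% = substrate without enzyme; some results filed as inactive read as strong as hits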
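Test system: purified human Csn5 enzyme expressed in HEK293T cells. Amount: 0.24 nM enzyme. Reagent: SCFSkp2-Nedd8OG substrate at 10 nM final. Schedule: 90 min incubation of compound, enzyme and substrate at room temperature. Detection: fluorescence polarization. Read-out: % inhibition of substrate cleavage by Csn5.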
MsrA act – activators of bovine methionine sulfoxide reductase A | purified bovine MsrA, absorbance read-out | activation, % at 10.6 µM | 360,000 tested, 0.3% active; in the data active = activation above about 7.5%;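 note: 0% = vehicle and 100% = reference activator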
E coli Lon inh – E. coli protease La inhibition; purified E. coli Lon protease, fluorescence polarization; inhibition, % at 7.94 µM; 360,000 tested, 0.42% active; AID 602123; in the data active = inhibition above about 13%, passing the limit was not always enough;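 note: 0% = enzyme with probe and DMSO and 100% = no enzyme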
Rin1 Abl inh – human Rin1-Abl interaction inhibition. AID 588664. 360,000 tested, 0.4% active. TR-FRET Rin1/Abl binding, biochemical. P00519+Q13671. inhibition, % at 7.35 µM; in the data active = inhibition above about 5%, passing the limit was not always enough
FAS-TE inh – inhibitors of human fatty acid synthase thioesterase domain; P49327; recombinant FAS-TE, OMFH fluorogenic substrate, fluorescence endpoint; inhibition, % at 15 µM; 360,000 tested, 0.67% active;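 active = compounds whose normalised, plate-corrected inhibition of enzyme fluorescence in the single-dose primary screen is 50% or more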;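 note: 0% = DMSO with enzyme and 100% = substrate without enzyme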
Target sequence (P49327 whole entry, looked up, the tested form may be a part): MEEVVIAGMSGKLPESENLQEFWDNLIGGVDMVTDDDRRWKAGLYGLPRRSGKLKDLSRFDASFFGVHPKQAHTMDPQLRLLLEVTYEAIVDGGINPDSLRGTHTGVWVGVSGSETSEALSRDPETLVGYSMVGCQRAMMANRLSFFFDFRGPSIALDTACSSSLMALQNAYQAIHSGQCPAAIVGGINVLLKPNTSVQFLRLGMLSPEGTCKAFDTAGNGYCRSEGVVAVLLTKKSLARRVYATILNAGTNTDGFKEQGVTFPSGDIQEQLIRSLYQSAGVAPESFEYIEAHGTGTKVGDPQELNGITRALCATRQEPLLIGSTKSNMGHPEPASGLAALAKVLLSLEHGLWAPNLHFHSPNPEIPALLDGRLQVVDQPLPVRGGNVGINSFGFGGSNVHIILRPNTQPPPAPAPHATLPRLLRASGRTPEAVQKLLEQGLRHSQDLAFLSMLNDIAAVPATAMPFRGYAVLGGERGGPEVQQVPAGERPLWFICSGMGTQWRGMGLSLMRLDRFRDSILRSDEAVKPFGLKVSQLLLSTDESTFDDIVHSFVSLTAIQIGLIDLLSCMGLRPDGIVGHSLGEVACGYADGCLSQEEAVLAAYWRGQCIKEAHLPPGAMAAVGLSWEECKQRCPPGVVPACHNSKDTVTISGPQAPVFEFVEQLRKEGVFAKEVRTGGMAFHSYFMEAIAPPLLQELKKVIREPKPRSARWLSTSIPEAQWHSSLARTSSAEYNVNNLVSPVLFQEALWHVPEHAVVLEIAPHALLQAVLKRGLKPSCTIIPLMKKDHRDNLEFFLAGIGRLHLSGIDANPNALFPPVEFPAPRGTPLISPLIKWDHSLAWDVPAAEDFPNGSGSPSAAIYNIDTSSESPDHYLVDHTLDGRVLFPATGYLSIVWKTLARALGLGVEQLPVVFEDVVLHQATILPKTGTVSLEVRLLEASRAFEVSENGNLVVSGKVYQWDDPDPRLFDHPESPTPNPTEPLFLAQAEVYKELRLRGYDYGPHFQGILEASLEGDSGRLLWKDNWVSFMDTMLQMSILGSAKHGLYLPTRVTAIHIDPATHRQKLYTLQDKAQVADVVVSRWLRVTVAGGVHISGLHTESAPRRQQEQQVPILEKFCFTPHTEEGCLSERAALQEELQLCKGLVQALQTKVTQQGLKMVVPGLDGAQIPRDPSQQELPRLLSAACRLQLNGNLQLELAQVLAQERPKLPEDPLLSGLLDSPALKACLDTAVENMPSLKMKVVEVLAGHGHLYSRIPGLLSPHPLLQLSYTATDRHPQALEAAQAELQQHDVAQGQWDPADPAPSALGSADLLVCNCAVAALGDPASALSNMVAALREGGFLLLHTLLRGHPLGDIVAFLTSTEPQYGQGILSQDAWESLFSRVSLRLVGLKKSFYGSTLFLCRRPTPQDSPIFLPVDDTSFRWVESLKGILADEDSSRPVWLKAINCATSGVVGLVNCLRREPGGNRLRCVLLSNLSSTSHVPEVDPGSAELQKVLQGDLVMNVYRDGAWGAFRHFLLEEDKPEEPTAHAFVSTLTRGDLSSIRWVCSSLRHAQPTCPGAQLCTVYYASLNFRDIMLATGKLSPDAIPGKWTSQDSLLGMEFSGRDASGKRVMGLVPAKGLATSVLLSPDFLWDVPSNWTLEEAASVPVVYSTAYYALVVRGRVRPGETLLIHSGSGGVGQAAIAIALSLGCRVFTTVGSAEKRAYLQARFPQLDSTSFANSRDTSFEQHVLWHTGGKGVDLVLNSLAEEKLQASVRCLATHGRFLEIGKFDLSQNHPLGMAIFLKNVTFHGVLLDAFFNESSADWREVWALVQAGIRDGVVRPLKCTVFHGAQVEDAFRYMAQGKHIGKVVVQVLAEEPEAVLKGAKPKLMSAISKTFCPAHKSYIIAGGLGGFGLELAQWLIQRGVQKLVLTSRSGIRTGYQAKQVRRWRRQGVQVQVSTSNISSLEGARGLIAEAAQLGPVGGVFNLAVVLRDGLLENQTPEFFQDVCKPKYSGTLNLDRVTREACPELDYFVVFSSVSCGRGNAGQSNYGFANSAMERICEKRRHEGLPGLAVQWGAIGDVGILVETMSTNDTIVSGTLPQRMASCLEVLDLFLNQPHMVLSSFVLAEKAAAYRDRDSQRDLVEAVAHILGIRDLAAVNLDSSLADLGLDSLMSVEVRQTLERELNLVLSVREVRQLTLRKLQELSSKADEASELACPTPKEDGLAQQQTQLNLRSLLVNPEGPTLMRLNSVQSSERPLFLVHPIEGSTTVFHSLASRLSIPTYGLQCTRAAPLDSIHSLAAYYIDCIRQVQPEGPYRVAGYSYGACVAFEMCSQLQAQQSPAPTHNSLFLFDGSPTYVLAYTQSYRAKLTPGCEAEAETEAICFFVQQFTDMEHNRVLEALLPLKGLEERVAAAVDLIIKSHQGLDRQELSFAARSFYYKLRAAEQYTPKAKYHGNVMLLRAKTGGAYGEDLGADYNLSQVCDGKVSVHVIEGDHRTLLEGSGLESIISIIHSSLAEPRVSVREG
MLLE-PAM2 inh – inhibitors of microRNA-mediated deadenylation, human PABP1 MLLE binding | P11940 | GST-MLLE / FITC-PAM2 fluorescence polarization | inhibition, % at 20 µM | 360,000 tested, 0.36% active | AID 588489; in the data active = inhibition above about 35%, passing the limit was not always enough;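 note: plate controls were DMSO wells with GST-MLLE for no effect and wells lacking GST-MLLE protein for full effect; some results filed as inactive read as strong as hits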
Rpn11 inh – inhibitors of human proteasome Rpn11 | AID 588493 | human 26S proteasome, Ub4-pepOG fluorescence polarization; 20S core pre-blocked with epoxomicin | calls only at 20 µM | 360,000 tested, 0.59% active;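 active = inhibition at 20 µM, scaled to each plate's controls, above about 33%, limit read from the data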
MsrA inh – bovine MsrA inhibition | purified bovine MsrA, absorbance read-out | inhibition, % at 15.5 µM | 360,000 tested, 0.75% active | AID 651718; in the data active = inhibition above about 4.5%;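 note: 0% = vehicle wells with enzyme and 100% = reference inhibitor wells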
MT1-MMP act inh – blocks activation of human MT1-MMP; GFP/RFP ratio change, % at 20 µM; 360,000 tested, 0.061% active; HT1080 RFP-PRO-GFP cells, GFP/RFP ratio fluorescence, overnight; percent of plate control window, DMSO zero; AID 651647;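 active = GFP/RFP ratio change of at least 30% with cell ATP level not reduced by more than half and red fluorescence within 50% of control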; note: strong numbers were not always called active
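Test system: HT1080 RFP-PRO-GFP cells; Benchmarks: DMSO and RFP-L50D-GFP cell wells; Timing: cells overnight before dosing, compound overnight, 37 °C, 5% CO2; Compound: one 20 µM compound dose with 1% DMSO; Read-out: GFP/RFP fluorescence ratio.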
* marks the source's active call; other numbers are inactive results; i = inactive; nt = no result given; + = active, no number.

SMILES | CSN deneddyl inh | MsrA act | E coli Lon inh | Rin1 Abl inh | FAS-TE inh | MLLE-PAM2 inh | Rpn11 inh | MsrA inh | MT1-MMP act inh
CC1C(=NO)C(C)C(c2ccccc2)NC1c1ccccc1 (configuration not stated) | 9 | -2 | -3 | 1 | -17 | -1 | i | -0.7 | 4
COc1cccc(-c2cnc3c(NC(C)=O)cc(-c4cccc(C(=O)NCCN(C)C)c4)cn23)c1 | 5 | -3 | -4 | -3 | -30 | -12 | i | 0.5 | 4
COc1ccc(CCNC(=O)CCS(=O)(=O)c2ccc3c(c2)NC(=O)CO3)cc1OC | -2 | -5 | 1 | 0 | -7 | -5 | i | 1.1 | -2
O=C(c1cccc(Cl)c1)C1CCCN(C(=O)c2ccoc2)C1 (configuration not stated) | 1 | -4 | -3 | 1 | -6 | 16 | i | -2.0 | 1
Cc1cccc(NC(=O)CN2C(=O)NC(C)(c3ccc4c(c3)OCO4)C2=O)c1 (configuration not stated) | -1 | -3 | 0 | -1 | -6 | 8 | i | -0.3 | -1
O=C(Nc1ccccc1F)C(=Cc1sc(N2CCOCC2)nc1-c1ccccc1)C(=O)Nc1ccccc1F | -15 | -6 | -20 | 4 | -1 | 127 | i | 4.8* | -85
CCCCOc1nc2ccccc2nc1C(C#N)C(=O)NC1CCCCC1 (configuration not stated) | 14 | -1 | -15 | -1 | 19 | -8 | + | -0.4 | 7
CC1OC(C)(C)OC1C1CNc2nc(NC(=O)C(C)(C)C)[nH]c(=O)c2N1C(=O)c1cccnc1 (configuration not stated) | -2 | -3 | 1 | -3 | -10 | 7 | i | 1.0 | 6
Cc1oc(-c2ccccc2)cc1C(=O)Nc1ccc(N(C)C)cc1 | -4 | -4 | 12 | -4 | 22 | 3 | i | -0.5 | 11
CCOC(=O)C1CCN(CCC(=O)Nc2cccc(Cl)c2)CC1 | -3 | 0 | 0 | 2 | -6 | -5 | i | -1.6 | 1
CC(C(=O)Nc1ccc(C(=O)O)cc1)N1C(=O)c2ccccc2C1=O (configuration not stated) | 0 | -1 | -6 | -1 | -6 | 0 | i | 0.8 | 1
CCOC(=O)C1CCCN(C(=O)COc2ccc(N(C)S(=O)(=O)c3ccc(F)cc3)cc2)C1 (configuration not stated) | -2 | -1 | -4 | 0 | -1 | 1 | i | -1.1 | 6
COc1ccc(/C=C2\N=C(C(C)(C)C)OC2=O)c(OC)c1 | -1 | -9 | -4 | -1 | 16 | 20 | i | 0.4 | -3
CN(C(=O)CSc1nnc(-c2ccncc2)n1-c1ccccc1)C1CCS(=O)(=O)C1 (configuration not stated) | -3 | -1 | 3 | 0 | -4 | 3 | i | 0.7 | -3
O=C(Nc1cccc(F)c1)c1ccc2ncsc2c1 | 0 | -1 | 3 | 2 | -5 | -1 | i | nt | -4
N=C1c2ccccc2CN1NC(=O)c1cccc(S(=O)(=O)N2CCCC2)c1 | 1 | -3 | -5 | 1 | -8 | -18 | i | -0.2 | -2
O=C(Nc1cccc(-c2cnc3ccccc3n2)c1)c1ccncc1 | 6 | -2 | -4 | -4 | 0 | 2 | i | 0.8 | 9
O=C1CC(C(=O)N2CCOCC2)C2(CCCC2)O1 (configuration not stated) | -1 | -3 | -6 | 0 | -8 | -9 | i | 0.5 | 2
CCc1ccc(NC(=O)Nc2cccs2)cc1 | 13 | 0 | 0 | -1 | -1 | 6 | i | 1.3 | nt
Cc1cc(OC(C)C(=O)NCc2cccnc2)c2c(C)c(Cc3ccccc3)c(=O)oc2c1 (configuration not stated) | 5 | -2 | -2 | -3 | -8 | 4 | i | -0.1 | -3
CCCCCCn1c(=O)n2n(c1=O)C[C@]1(OC(=O)NCc3ccccc3)CN(S(=O)(=O)c3ccc(C)cc3)C[C@]1(O)C2 | -3 | 0 | -3 | -1 | 18 | 4 | i | -0.6 | -1
COc1ccc(NC(=O)c2oc3ccccc3c2NC(=O)C(C)(C)C)cc1 | 3 | -8 | -4 | -2 | 20 | 5 | i | 2.0 | -3
CCOC(=O)c1c[nH]c2c3c(ccc2c1=O)CCCC3 | 7 | -3 | 0 | 2 | -4 | -6 | i | 0.6 | 3
COc1ccc(CCN2CC(C(=O)NCc3ccc(F)cc3)CC2=O)cc1OC (configuration not stated) | 2 | -3 | -1 | -4 | -6 | 6 | i | -0.7 | -1
CCOc1ncccc1-c1nc(-c2cccs2)no1 | 0 | -4 | -5 | 1 | 7 | 4 | i | -0.5 | -2
C=CC[C@@H](CC(=O)NCCO)C(=O)N[C@@H](C)COC(=O)[C@H](CC=C)CC(=O)OC(C)(C)C | -3 | -3 | -3 | -2 | 10 | -4 | i | -1.0 | -2
CCc1nc2ccc(C(=O)NCCOc3ccc(OC)cc3)cn2c1N(CC)Cc1ccc(OC)c(OC)c1 | -4 | 0 | -5 | 3 | 2 | -3 | i | 0.1 | 1
O=C(Nc1ccc(-c2nc3ccccc3[nH]2)cc1)c1c(F)c(F)c(F)c(F)c1F | -3 | -3 | 12 | 3 | 1 | -9 | i | 0.0 | 3
CCCn1nc(C(=O)N2CCCc3ccccc32)c2ccccc2c1=O | 5 | -4 | -3 | -4 | -2 | 8 | i | 2.0 | 0
COc1cccc(NC(=O)COC(=O)c2cc(=O)c3ccccc3o2)c1 | 0 | -7 | 0 | 4 | -5 | -10 | i | -0.6 | 0
COc1ccc(Cn2c(-c3ccco3)nc3oc4cc(OC)ccc4c(=O)c3c2=O)cc1 | 10 | -5 | -8 | 0 | -20 | -23 | i | 0.2 | 0
O=c1[nH]ncc2c3ccccc3n(Cc3ccccc3)c12 | 0 | -4 | -3 | -2 | -1 | -12 | i | 0.6 | -5
O=C(Nc1ccc(N2CCN(C(=O)c3ccco3)CC2)cc1)c1ccco1 | -6 | 0 | 9 | 0 | -5 | -4 | i | -0.7 | -3
CCn1c(O)c(/C=C2\C=Nc3ccccc32)sc1=O | -1 | 1 | -2 | 0 | -1 | -4 | i | 0.3 | 1
N#Cc1ccccc1-c1ccccc1C(=O)N1CCCCC1 | -3 | 0 | -11 | 0 | -6 | 3 | i | 0.8 | 6
CCOc1nnnc2c1sc1nc(N3CCOCC3)c3c(c12)CCCC3 | -1 | -1 | -5 | 3 | 15 | -5 | i | nt | 2
O=C(COC(=O)CNS(=O)(=O)c1ccc(F)c(F)c1F)NC1CC1 | 0 | -1 | -4 | -1 | -6 | -18 | i | -1.0 | -1
CCC(=O)NCCCCNC(=O)CC | -2 | -9 | 12 | 1 | -2 | -5 | i | -0.2 | 0
CN1CCCCC1(C)C(=O)NCc1ccc(C(C)(C)C)cc1 (configuration not stated) | 4 | -4 | 1 | -2 | -8 | 2 | i | -1.1 | 1
COC(=O)N/N=C(C)/C=C/c1ccccc1 | -3 | -2 | 3 | -5 | -5 | -3 | i | 0.6 | 0
Cc1ccccc1C(=O)N1CCN(c2ccc(N3CCOCC3)nn2)CC1 | 9 | -9 | 23* | -1 | -1 | 0 | i | -0.3 | 6
COc1ccccc1C(=O)N1CCN(Cc2nc3cc([N+](=O)[O-])ccc3n2C)CC1 | 5 | -1 | -5 | -1 | 2 | 14 | i | -0.1 | 0
Clc1cccc(Cl)c1OCCCCN1CCCCC1 | 2 | -1 | 0 | 2 | -6 | 6 | i | -0.4 | -1
CN1CCc2c(sc3c2C(=O)NC(c2cccs2)N3)C1 (configuration not stated) | 4 | -5 | -77 | -7 | -13 | -12 | i | 2.4 | -74
Cc1ccc(NCC(O)C(O)C(O)CO)c(N=Nc2ccccc2)c1C (configuration not stated) | -2 | -2 | 1 | -5 | -4 | 5 | i | -1.3 | 10
S=c1[nH]nc(CCc2nc3ccccc3[nH]2)n1-c1ccccc1 | -4 | -3 | -12 | 2 | -8 | -3 | i | -0.3 | 4
CC1(C)Cc2cccc(OCC(=O)N3CCN(c4ccccc4Cl)CC3)c2O1 | 1 | -5 | -9 | 3 | 9 | -6 | i | -0.5 | 2
Cc1ccc2nc(SCC(=O)NCc3ccco3)nc(=O)n2c1 | -2 | -2 | 9 | 1 | -8 | 13 | i | 3.2 | 1

Part of the list above, in markdown.
| smiles | CSN deneddyl inh | MsrA act | E coli Lon inh | Rin1 Abl inh | FAS-TE inh | MLLE-PAM2 inh | Rpn11 inh | MsrA inh | MT1-MMP act inh |
| --- | --- | --- | --- | --- | --- | --- | --- | --- | --- |
| CN1CCc2c(sc3c2C(=O)NC(c2cccs2)N3)C1 (configuration not stated) | 4 | -5 | -77 | -7 | -13 | -12 | i | 2.4 | -74 |
| CCC(=O)NCCCCNC(=O)CC | -2 | -9 | 12 | 1 | -2 | -5 | i | -0.2 | 0 |
| Cc1ccc2nc(SCC(=O)NCc3ccco3)nc(=O)n2c1 | -2 | -2 | 9 | 1 | -8 | 13 | i | 3.2 | 1 |
| COc1ccccc1C(=O)N1CCN(Cc2nc3cc([N+](=O)[O-])ccc3n2C)CC1 | 5 | -1 | -5 | -1 | 2 | 14 | i | -0.1 | 0 |
| O=C(COC(=O)CNS(=O)(=O)c1ccc(F)c(F)c1F)NC1CC1 | 0 | -1 | -4 | -1 | -6 | -18 | i | -1.0 | -1 |
| Cc1ccccc1C(=O)N1CCN(c2ccc(N3CCOCC3)nn2)CC1 | 9 | -9 | 23* | -1 | -1 | 0 | i | -0.3 | 6 |
| Cc1ccc(NCC(O)C(O)C(O)CO)c(N=Nc2ccccc2)c1C (configuration not stated) | -2 | -2 | 1 | -5 | -4 | 5 | i | -1.3 | 10 |

More results follow.
SMILES | CSN deneddyl inh | MsrA act | E coli Lon inh | Rin1 Abl inh | FAS-TE inh | MLLE-PAM2 inh | Rpn11 inh | MsrA inh | MT1-MMP act inh
COc1ccccc1-c1nnc(SCC(=O)Nc2ccc(S(N)(=O)=O)cc2)n1N | 2 | -3 | 4 | -2 | -5 | 15 | i | -0.1 | 1
CCCn1c(CNS(=O)(=O)c2ccc(C)cc2)nc2ccccc21 | 0 | 2 | -1 | 0 | -1 | 0 | i | 0.5 | 3
COc1ccccc1-c1ccc(NC2CCCCC2)nn1 | 2 | -2 | -6 | -4 | -6 | 7 | i | -0.3 | 3
Cc1ccc(OCCCN2C(=O)C(=O)c3cccc(C)c32)cc1 | 2 | -1 | 1 | -3 | 8 | 15 | i | -0.3 | -5
CCOC(=O)C1(CCc2ccccc2)CCN(C(=O)CN2C(=O)CSC2=O)CC1 | -8 | -8 | -8 | 5 | -3 | 13 | i | 2.1 | 2
